Compound activity deposited in PubChem BioAssay by Sanford-Burnham Center for Chemical Genomics.
TIM10 inh: TIM10 yeast growth inhibition; S. cerevisiae TIM10 strain growth, BacTiter-Glo luminescence, 24 h; inhibition, % at 10 µM; hit rate 1.4% among 330,000;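 active means inhibition of 40% or more at the single tested concentration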;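 further: wild-type TIM10 isogenic control strain grown at permissive 25 °C; 0% = DMSO yeast wells and 100% = minimal medium wells without yeast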
ATG4B inhibitor: inhibitors of human ATG4B cysteine protease | inhibition, % at 8.33 µM | ATG4B cleavage of LC3-PLA2, NBD-HPC fluorescence, 1 h | hit rate 0.51% among 340,000 | Q9Y4P1; in the data active means inhibition above about 40%
Target sequence (Q9Y4P1 whole entry, looked up): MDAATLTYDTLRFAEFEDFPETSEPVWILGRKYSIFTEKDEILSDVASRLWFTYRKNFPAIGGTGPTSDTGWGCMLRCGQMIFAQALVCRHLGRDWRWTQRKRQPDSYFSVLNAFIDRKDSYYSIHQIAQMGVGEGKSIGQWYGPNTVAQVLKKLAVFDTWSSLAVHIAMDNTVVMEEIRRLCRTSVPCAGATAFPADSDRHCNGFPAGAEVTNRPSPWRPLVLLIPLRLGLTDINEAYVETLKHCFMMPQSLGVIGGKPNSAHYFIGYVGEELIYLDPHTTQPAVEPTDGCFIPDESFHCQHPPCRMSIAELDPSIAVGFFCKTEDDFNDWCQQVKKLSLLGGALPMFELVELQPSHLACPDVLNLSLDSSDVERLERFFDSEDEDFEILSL
mIAP block: mouse IAP inhibition | purified mouse IAP, CDP-Star luminescence, 30 min | inhibition, % at 10 µM | hit rate 0.2% among 330,000;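 active means inhibition of at least 40% at 10 µM in the primary screen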;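 further: plate controls were DMSO with enzyme for no effect and no enzyme wells for full effect; values of inactives mirror those of a sister screen read the other way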
hIAP inh: blocks human intestinal alkaline phosphatase. inhibition, % at 10 µM. P09923. purified IAP, CDP-Star luminescence, 30 min. hit rate 0.12% among 330,000. AID 2544;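 active means inhibition reaching a set limit with compound at 10 µM in the primary screen, cut at about 35% in these data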;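 further: plate controls were DMSO wells with enzyme for no effect and no-enzyme buffer wells for full effect; values of inactives mirror those of a sister screen read the other way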
Target sequence (P09923 whole entry, looked up): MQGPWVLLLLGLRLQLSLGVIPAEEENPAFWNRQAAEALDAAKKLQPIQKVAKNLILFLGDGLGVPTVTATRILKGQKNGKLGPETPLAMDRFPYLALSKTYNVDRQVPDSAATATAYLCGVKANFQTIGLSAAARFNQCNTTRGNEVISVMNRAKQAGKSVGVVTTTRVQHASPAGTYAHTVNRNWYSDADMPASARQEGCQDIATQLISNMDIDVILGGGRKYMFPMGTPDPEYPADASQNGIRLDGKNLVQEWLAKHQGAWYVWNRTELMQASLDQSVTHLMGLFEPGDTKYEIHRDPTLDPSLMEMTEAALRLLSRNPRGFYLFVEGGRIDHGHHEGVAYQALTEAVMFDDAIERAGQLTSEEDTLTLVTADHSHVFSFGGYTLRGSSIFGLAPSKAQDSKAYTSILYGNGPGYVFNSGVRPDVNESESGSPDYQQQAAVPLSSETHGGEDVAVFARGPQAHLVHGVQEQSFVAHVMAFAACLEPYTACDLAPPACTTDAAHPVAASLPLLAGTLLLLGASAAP
mIAP act: increases mouse intestinal alkaline phosphatase activity | activation factor at 10 µM | hit rate 0.24% among 330,000 | muIAP, CDP-Star luminescence, 30 min; hits give high values; 1 = vehicle-only enzyme signal, 0 = enzyme-free wells;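 active means activation factor of at least 2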; further: the source names both 10 and 20 µM as test concentration; values of inactives mirror those of a sister screen read the other way
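also added = chemiluminescent substrate CDP-Star | test system = mouse IAP enzyme | signal = chemiluminescence readout | compound = DMSO-dissolved test compounds | incubation = 30 min at room temperature | benchmarks = DMSO wells, no-enzyme wells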
NLRP3 yeast inh: inhibitors of NALP3 inflammasome in yeast; inhibition, % at 10 µM; hit rate 0.39% among 330,000; AID 2825; Yeast reconstituted NLRP3/ASC/caspase-1, beta-gal luminescence, 24 h;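 active means inhibition of 50% or more; inactive means inhibition below 50%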;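 further: plate controls were induced DMSO wells for no effect and uninduced yeast grown without galactose for full effect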
Apaf1 inhib: human Apaf-1 inhibition; inhibition, % at 20 µM; reconstituted apoptosome caspase-3 activity, DEVD-Rh110 fluorescence; AID 489030; hit rate 0.71% among 330,000; active means inhibition of at least 40% at 20 µM;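 further: plate controls were DMSO wells for no effect and DEVD-CHO caspase inhibitor wells for full effect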
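System – cell-free apoptosome with Apaf-1, procaspase-3 and caspase-9 · Buffer or medium – pH 7.5 Hepes buffer with CHAPS, BSA, DTT · Also added – cytochrome c with DEVD-Rh110 · Times – 30 min compound preincubation, 50 min activation, room temperature · Technique – Rh110 fluorescence intensity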
hIAP activ: human IAP activation; P09923; purified human IAP, CDP-Star luminescence, 30 min; hits give high values; 1 = vehicle-only enzyme, 0 = enzyme-free background; activation factor at 10 µM; hit rate 0.16% among 330,000;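 active means activation factor of the enzyme at least 2-fold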; further: the source names both 10 and 20 µM as test concentration; values of inactives mirror those of a sister screen read the other way
tim10-1 inh: inhibits growth of tim10-1 mutant yeast | S. cerevisiae tim10-1 ts strain growth, BacTiter-Glo, 24 h | inhibition, % at 20 µM | hit rate 2.2% among 330,000 | AID 463190;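 active means inhibition of at least 40%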;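 further: mutant grown at 25 °C; 0% = DMSO wells with yeast and 100% = wells holding no yeast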
The depositor's hits bear a star.

How did CCCCCCN1C2=NCCN2c2ccccc21 do in these assays?
TIM10 inh: -3; ATG4B inhibitor: -5; mIAP block: -1; hIAP inh: -4; mIAP act: 1; NLRP3 yeast inh: 1; Apaf1 inhib: -8; hIAP activ: 1; tim10-1 inh: -11

How did COc1ccc(NC(=O)COc2coc(CN3c4ccccc4CC3C)cc2=O)cc1 (centres undefined) do in these assays?
TIM10 inh: -7; ATG4B inhibitor: 2; mIAP block: 7; hIAP inh: 3; mIAP act: 0.93; NLRP3 yeast inh: 22; Apaf1 inhib: 10; hIAP activ: 0.97; tim10-1 inh: -5

How did Cc1cccnc1NC(=O)CCCc1c[nH]c2ccccc12 do in these assays?
TIM10 inh: 16; ATG4B inhibitor: 1; mIAP block: 1; hIAP inh: -49; mIAP act: 0.99; NLRP3 yeast inh: 9; Apaf1 inhib: 8; hIAP activ: 1.5; tim10-1 inh: 11

What do the screens show for `COc1ccc(C(=O)NNC(=O)c2ccc(C)cc2)cc1S(=O)(=O)N1CCCC1`?
TIM10 inh: -16; ATG4B inhibitor: -6; mIAP block: -14; hIAP inh: -65; mIAP act: 1.1; NLRP3 yeast inh: -3; Apaf1 inhib: 3; hIAP activ: 1.6; tim10-1 inh: 9

How did Cn1cc(SCC(=O)NCc2ccc(F)cc2)c2ccccc21 do in these assays?
TIM10 inh: -7; ATG4B inhibitor: 4; mIAP block: 4; hIAP inh: 2; mIAP act: 0.96; NLRP3 yeast inh: 8; Apaf1 inhib: 0; hIAP activ: 0.98; tim10-1 inh: 3

Results for C/C(=N\NC(=O)c1cc(C)[nH]n1)c1cccs1 ?
TIM10 inh: -9; ATG4B inhibitor: -7; mIAP block: 0; hIAP inh: -21; mIAP act: 1; NLRP3 yeast inh: 3; Apaf1 inhib: 3; hIAP activ: 1.2; tim10-1 inh: -8

What do the screens show for `COc1ccc(/C=C2\OC(=O)c3c(OC)cccc32)cc1OC`?
TIM10 inh: 13; ATG4B inhibitor: -14; mIAP block: -17; hIAP inh: -18; mIAP act: 1.2; NLRP3 yeast inh: 19; Apaf1 inhib: 2; hIAP activ: 1.2; tim10-1 inh: -10

What do the screens show for `S=C(NCc1ccncc1)Nc1ccc(Cl)c(Cl)c1`?
TIM10 inh: 7; ATG4B inhibitor: 17; mIAP block: -62; hIAP inh: -15; mIAP act: 1.6; NLRP3 yeast inh: 3; Apaf1 inhib: 4; hIAP activ: 1.2; tim10-1 inh: -5

How did Cc1nn(C)c(C)c1S(=O)(=O)N(CC(=O)Nc1nccs1)c1ccc(C(C)C)cc1 do in these assays?
TIM10 inh: 1; ATG4B inhibitor: -8; mIAP block: -2; hIAP inh: -14; mIAP act: 1; NLRP3 yeast inh: 24; Apaf1 inhib: 7; hIAP activ: 1.1; tim10-1 inh: -4

What do the screens show for `Cc1ccc(OCC(=O)NCCN2CCOCC2)cc1C`?
TIM10 inh: 8; ATG4B inhibitor: -9; mIAP block: 1; hIAP inh: -3; mIAP act: 0.99; NLRP3 yeast inh: -11; Apaf1 inhib: -2; hIAP activ: 1; tim10-1 inh: 5

How did Cc1cc(OCC(=O)Nc2ccc(CN3CCOCC3)cc2)c2c(C)cc(=O)oc2c1 do in these assays?
TIM10 inh: -4; ATG4B inhibitor: -4; mIAP block: -6; hIAP inh: 12; mIAP act: 1.1; NLRP3 yeast inh: 19; Apaf1 inhib: -3; hIAP activ: 0.88; tim10-1 inh: 21

What do the screens show for `C/C(=N\NC(=O)c1nnn(-c2nonc2N)c1C)c1ccc(-c2ccccc2)cc1`?
TIM10 inh: -5; ATG4B inhibitor: -4; mIAP block: -2; hIAP inh: 11; mIAP act: 1; NLRP3 yeast inh: 15; Apaf1 inhib: 3; hIAP activ: 0.89; tim10-1 inh: -2

How did COc1ccc(C2C(C(=O)NCCN3CCOCC3)c3ccccc3C(=O)N2C)cc1OC (centres undefined) do in these assays?
TIM10 inh: 3; ATG4B inhibitor: -3; mIAP block: -9; hIAP inh: 1; mIAP act: 1.1; NLRP3 yeast inh: 5; Apaf1 inhib: 8; hIAP activ: 0.99; tim10-1 inh: 13

How did CCC(Cc1ccccc1)NC(=O)C1CCCCC1 (centres undefined) do in these assays?
TIM10 inh: -4; ATG4B inhibitor: -2; mIAP block: 2; hIAP inh: 27; mIAP act: 0.98; NLRP3 yeast inh: 22; Apaf1 inhib: 10; hIAP activ: 0.73; tim10-1 inh: 2

Results for COC(=O)c1ccccc1S(=O)(=O)N1CCC(C(=O)OCC(=O)c2ccccc2OC)CC1 ?
TIM10 inh: -6; ATG4B inhibitor: 9; mIAP block: -1; hIAP inh: -10; mIAP act: 1; NLRP3 yeast inh: 17; Apaf1 inhib: 18; hIAP activ: 1.1; tim10-1 inh: 28

What do the screens show for `Cc1nccn1CCCNC(=O)c1nc(Cn2cc([N+](=O)[O-])cn2)no1`?
TIM10 inh: -19; ATG4B inhibitor: 3; mIAP block: -11; hIAP inh: -2; mIAP act: 1.1; NLRP3 yeast inh: 7; Apaf1 inhib: -4; hIAP activ: 1; tim10-1 inh: -12

How did CN(C)N1C(N)=C(C#N)C(c2ccc(Br)cc2)C2=C1CCCC2=O (centres undefined) do in these assays?
TIM10 inh: -16; ATG4B inhibitor: 2; mIAP block: 6; hIAP inh: -14; mIAP act: 0.94; NLRP3 yeast inh: 5; Apaf1 inhib: 8; hIAP activ: 1.1; tim10-1 inh: 44*

What do the screens show for `O=S(=O)(Cc1ccccc1)Nc1ccc(F)cc1`?
TIM10 inh: 8; ATG4B inhibitor: 3; mIAP block: 1; hIAP inh: 1; mIAP act: 0.99; NLRP3 yeast inh: 12; Apaf1 inhib: -4; hIAP activ: 0.99; tim10-1 inh: -16

Results for COc1ccc(C(CNC(=O)c2ccc(NS(=O)(=O)c3ccc(F)cc3)cc2)N2CCOCC2)cc1 (centres undefined) ?
TIM10 inh: 1; ATG4B inhibitor: -5; mIAP block: 2; hIAP inh: -25; mIAP act: 0.98; NLRP3 yeast inh: 5; Apaf1 inhib: 5; hIAP activ: 1.2; tim10-1 inh: -1

How did Cc1nc(CCN2C(=O)c3ccccc3C2=O)n[nH]1 do in these assays?
TIM10 inh: -8; ATG4B inhibitor: -17; mIAP block: -6; hIAP inh: 1; mIAP act: 1.1; NLRP3 yeast inh: 16; Apaf1 inhib: 2; hIAP activ: 0.99; tim10-1 inh: 15

How did Cc1ccc(-n2c(C)nc3ccsc3c2=O)cc1 do in these assays?
TIM10 inh: 13; ATG4B inhibitor: 1; mIAP block: -2; hIAP inh: -6; mIAP act: 1; NLRP3 yeast inh: 17; Apaf1 inhib: -11; hIAP activ: 1.1; tim10-1 inh: -6

What do the screens show for `O=C(N/N=C/c1ccco1)c1ccc(NC(=O)C2CCCCC2)cc1`?
TIM10 inh: 5; ATG4B inhibitor: -12; mIAP block: 10; hIAP inh: -24; mIAP act: 0.9; NLRP3 yeast inh: 10; Apaf1 inhib: -9; hIAP activ: 1.2; tim10-1 inh: -22

How did O=c1[nH]c(N2CCCCCC2)nc2ncn(Cc3ccccc3)c12 do in these assays?
TIM10 inh: -10; ATG4B inhibitor: -2; mIAP block: -9; hIAP inh: -6; mIAP act: 1.1; NLRP3 yeast inh: 6; Apaf1 inhib: 0; hIAP activ: 1.1; tim10-1 inh: 8

How did CC1CCN(C(=O)COC(=O)/C=C/c2ccco2)CC1 do in these assays?
TIM10 inh: 11; ATG4B inhibitor: 3; mIAP block: -2; hIAP inh: -8; mIAP act: 1; NLRP3 yeast inh: 5; Apaf1 inhib: 3; hIAP activ: 1.1; tim10-1 inh: -5

How did CCOc1ccc(N2C(=O)CC(NC3CCN(C(=O)c4cccc(Cl)c4)CC3)C2=O)cc1 (centres undefined) do in these assays?
TIM10 inh: 2; ATG4B inhibitor: -4; mIAP block: 0; hIAP inh: -4; mIAP act: 1; NLRP3 yeast inh: 6; Apaf1 inhib: -3; hIAP activ: 1; tim10-1 inh: 2

Results for CN(C)CCCN(C(=O)COc1ccccc1)c1nc2cc3c(cc2s1)OCO3 ?
TIM10 inh: 11; ATG4B inhibitor: -2; mIAP block: -15; hIAP inh: -10; mIAP act: 1.2; NLRP3 yeast inh: 14; Apaf1 inhib: 36; hIAP activ: 1.1; tim10-1 inh: 31

Results for Cc1cccc(NC(=O)C(Cc2ccccc2)n2cccc2)c1 (centres undefined) ?
TIM10 inh: 38; ATG4B inhibitor: 13; mIAP block: -39; hIAP inh: -4; mIAP act: 1.4; NLRP3 yeast inh: 33; Apaf1 inhib: -5; hIAP activ: 1; tim10-1 inh: 25

How did Cc1csc(NC(=O)COCC(=O)O)c1-c1nc2ccccc2s1 do in these assays?
TIM10 inh: 16; ATG4B inhibitor: 7; mIAP block: -6; hIAP inh: -75; mIAP act: 1.1; NLRP3 yeast inh: 11; Apaf1 inhib: 2; hIAP activ: 1.8; tim10-1 inh: 4

Results for Cc1c(Cl)cccc1NC(=O)C1CCCN(S(C)(=O)=O)C1 (centres undefined) ?
TIM10 inh: -3; ATG4B inhibitor: -6; mIAP block: -5; hIAP inh: 14; mIAP act: 1.1; NLRP3 yeast inh: 7; Apaf1 inhib: -11; hIAP activ: 0.85; tim10-1 inh: -8

How did CCC(=O)N1CCc2cc(S(=O)(=O)CCC(=O)Nc3ccc(C)cn3)ccc21 do in these assays?
TIM10 inh: -8; ATG4B inhibitor: -18; mIAP block: -1; hIAP inh: 16; mIAP act: 1; NLRP3 yeast inh: 9; Apaf1 inhib: -9; hIAP activ: 0.84; tim10-1 inh: -5

What do the screens show for `CC(=O)c1ccc(S(=O)(=O)N2Cc3ccccc3CC2C(=O)O)cc1` (centres undefined)?
TIM10 inh: 0; ATG4B inhibitor: 0; mIAP block: -1; hIAP inh: -5; mIAP act: 1; NLRP3 yeast inh: -5; Apaf1 inhib: 17; hIAP activ: 1; tim10-1 inh: 0

How did CCn1c(SCC(=O)Nc2ccc3c(c2)OCO3)nc2ccccc21 do in these assays?
TIM10 inh: 17; ATG4B inhibitor: 0; mIAP block: -6; hIAP inh: 0; mIAP act: 1.1; NLRP3 yeast inh: 25; Apaf1 inhib: 4; hIAP activ: 1; tim10-1 inh: 23

Grouped by structure, the entries above with fluorine (three)
How did Cn1cc(SCC(=O)NCc2ccc(F)cc2)c2ccccc21 do in these assays?
TIM10 inh: -7; ATG4B inhibitor: 4; mIAP block: 4; hIAP inh: 2; mIAP act: 0.96; NLRP3 yeast inh: 8; Apaf1 inhib: 0; hIAP activ: 0.98; tim10-1 inh: 3

What do the screens show for `O=S(=O)(Cc1ccccc1)Nc1ccc(F)cc1`?
TIM10 inh: 8; ATG4B inhibitor: 3; mIAP block: 1; hIAP inh: 1; mIAP act: 0.99; NLRP3 yeast inh: 12; Apaf1 inhib: -4; hIAP activ: 0.99; tim10-1 inh: -16

Results for COc1ccc(C(CNC(=O)c2ccc(NS(=O)(=O)c3ccc(F)cc3)cc2)N2CCOCC2)cc1 (centres undefined) ?
TIM10 inh: 1; ATG4B inhibitor: -5; mIAP block: 2; hIAP inh: -25; mIAP act: 0.98; NLRP3 yeast inh: 5; Apaf1 inhib: 5; hIAP activ: 1.2; tim10-1 inh: -1

No enrichment for hits. Share with any hit: about 4.5%.
